Screening data as filed in PubChem BioAssay.
CRFR2-BP antag – antagonists of CRF-binding protein/CRF-R2 receptor complex; HEK293 CRF-R2/CRF-BP, CRF-induced calcium fluorescence; inhibition, % at 11.8 µM; AID 588475; hit rate 0.59% among 350,000;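 active = inhibition of the ligand-induced calcium signal above about 50% at the single tested concentration, limit read from the data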
IDE act – activators of human insulin-degrading enzyme in cells; activation, % at 5.96 µM; P14735; hit rate 0.073% among 340,000; HEK cells, FAbeta-B cleavage, fluorescence polarization; 0% vehicle, 100% cell-free pure enzyme wells;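 active = activation above the mean of all tested compounds plus 3 SD, set per screening campaign, cut at about 17% in these data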
pCIP destab – p/CIP protein destabilization | decrease of EGFP signal, % at 10 µM | AID 1984 | hit rate 0.01% among 290,000 | F442A p/CIP-EGFP cells, EGFP fluorescence, 16 h | Q05BA5;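 active = EGFP signal decrease of at least 30% at 10 µM or well 3 SD below plate mean, unless failing retest; inactive = the rest, including hits failing retest or dose response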; also: some compounds called inactive have numbers as strong as hits; many of its hits are not listed in these tables
GalR3 antagonist – human GalR3 antagonism; HEK293 GalR3-CNG cAMP membrane potential fluorescence; galR3 body fused to GalR1 C-terminus; inhibition, % at 3 µM; hit rate 0.44% among 360,000;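 active = inhibition above the screen-wide average plus 3 SD, cut at about 13% in these data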;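 also: forskolin and galanin both at EC90 stimulate the cells; cAMP rise reported by CNG channel membrane potential dye signal; 0% = forskolin plus galanin with DMSO and 100% = forskolin alone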
Target sequence (O60755 1-299 limits assumed): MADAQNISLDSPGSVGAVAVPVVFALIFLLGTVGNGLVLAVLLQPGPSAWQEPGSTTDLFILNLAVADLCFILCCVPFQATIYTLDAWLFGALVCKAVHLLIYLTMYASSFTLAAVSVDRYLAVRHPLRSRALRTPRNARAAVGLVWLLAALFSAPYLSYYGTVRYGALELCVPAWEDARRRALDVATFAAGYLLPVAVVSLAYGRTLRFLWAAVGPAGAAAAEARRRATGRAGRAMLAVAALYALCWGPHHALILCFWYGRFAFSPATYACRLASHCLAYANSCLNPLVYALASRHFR
IDE inh – inhibitors of human insulin-degrading enzyme in cells. P14735. HEK cells, FAbetaB cleavage, fluorescence polarization. inhibition, % at 5.59 µM. hit rate 0.41% among 320,000. AID 434962;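 active = percent inhibition above the average of all tested compounds plus 3 SD, set per screening campaign, cut at about 16% in these data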;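 also: IDE supplied by intact live HEK cells; FP after avidin binding of uncleaved biotin substrate so inhibition keeps polarization high; 0% = DMSO wells and 100% = 60 µM reference IDE inhibitor Ii1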
CHRM4 PAM – CHRM4 positive allosteric modulation; CHO-K1 hM4/Gqi5, Fluo-8 calcium fluorescence, ACh EC20; 0% = ACh EC20, 100% = maximal ACh; hit rate 0.4% among 360,000; AID 624126; P08173; activation, % at 3 µM;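 active = activation above its plate's cutoff, the mean activation of sample wells plus 3 SD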; also: some results filed as inactive read as strong as hits
PHOSPHO1 block – PHOSPHO1 (human) inhibition | Q8TCT1 | recombinant PHOSPHO1, absorbance phosphatase assay | inhibition, % at 13.3 µM | hit rate 1.1% among 290,000; in the data active = inhibition above about 60%
MEKK3 PB1 HTS – raises or lowers MEK5 binding to the human MEKK3 PB1 domain | binding response (% of control), % at 10 µM | Q99759 | bead-based flow cytometry, Alexa488-MEK5 binding to MEKK3; actives lie on both sides; 0 = blocked by unlabeled MEK5, 100 = vehicle | hit rate 1.4% among 290,000;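 active = binding response more than 3 SD above or below the average of its plate-row segment, actives on both sides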;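 also: Alexa488 bead fluorescence after subtracting the streptavidin-only scavenger bead signal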
Target sequence (Q99759 whole entry, looked up, the tested form may be a part): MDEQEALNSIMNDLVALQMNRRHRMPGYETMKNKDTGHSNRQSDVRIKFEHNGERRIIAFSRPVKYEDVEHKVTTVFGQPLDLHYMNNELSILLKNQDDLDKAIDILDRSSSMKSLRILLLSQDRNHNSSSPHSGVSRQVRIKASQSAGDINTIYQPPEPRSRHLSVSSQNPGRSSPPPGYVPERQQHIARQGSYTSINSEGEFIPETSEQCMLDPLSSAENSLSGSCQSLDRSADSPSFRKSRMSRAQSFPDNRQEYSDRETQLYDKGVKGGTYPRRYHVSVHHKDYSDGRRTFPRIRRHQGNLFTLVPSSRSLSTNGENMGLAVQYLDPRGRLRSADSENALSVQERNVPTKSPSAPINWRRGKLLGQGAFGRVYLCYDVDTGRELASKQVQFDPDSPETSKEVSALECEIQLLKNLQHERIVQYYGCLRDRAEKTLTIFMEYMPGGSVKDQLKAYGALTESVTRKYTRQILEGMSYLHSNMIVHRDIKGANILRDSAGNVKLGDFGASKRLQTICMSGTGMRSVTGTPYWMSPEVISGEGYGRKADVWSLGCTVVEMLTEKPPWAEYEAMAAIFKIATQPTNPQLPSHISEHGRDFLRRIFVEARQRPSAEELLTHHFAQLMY
CRFBP-R2 agonist – agonists of human CRF-binding protein/CRF-R2 receptor complex | activation, % at 13.2 µM | AID 588473 | HEK293 CRF-R2/CRF-BP, calcium dye fluorescence (FLIPR); percent of saturating CRF peptide response | hit rate 0.46% among 350,000;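 active = activation of at least 50%, plus an integration ratio under a set limit after plate pattern correction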;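 also: plate controls were neutral control wells without compound for no effect and CRF at EC100 for full effect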
* = called active by the depositor; . = not tested or not shown.

SMILES	CRFR2-BP antag	IDE act	pCIP destab	GalR3 antagonist	IDE inh	CHRM4 PAM	PHOSPHO1 block	MEKK3 PB1 HTS	CRFBP-R2 agonist
Cc1nc([N+](=O)[O-])cn1CC(=O)Nc1ccc2c(c1)OCO2	-6.4	3.7	-18.1	-1.0	2.6	7.4	2.5	102.0	1.1
COc1ccc(C(=O)N/C(=C\c2ccc([N+](=O)[O-])cc2)C(=O)NC(CCSC)C(=O)O)cc1 (centres undefined)	-70.3	-0.2	8.6	7.3	-0.6	14.3	3.3	112.0	39.2
Cc1ccccc1C(=O)NC(=S)Nc1ncccn1	5.8	4.0	-4.7	-5.9	-0.8	5.4	3.3	99.0	-0.6
O=C(NC1CCCC1)c1ccc(CS(=O)(=O)c2ccc(Br)cc2)o1	-0.8	1.0	-13.5	-0.3	1.0	10.9	-18.6	102.0	-0.3
CC(=O)c1c(C)[nH]c(C(=O)OC(C)C(=O)Nc2cc(S(=O)(=O)N3CCCCC3)ccc2Cl)c1C (centres undefined)	9.6	4.3	-0.6	-9.0	0.4	8.2	-6.9	103.0	-0.2
Cc1ccc(C2(c3noc(CN(C)CCO)n3)CCCC2)cc1	-25.7	-1.4	2.6	-1.0	-3.8	-14.3	39.7	99.0	1.0
O=[N+]([O-])c1cc(S(=O)(=O)N2CCCC2)ccc1N/N=C/c1ccccn1	-37.5	-2.0	5.6	-1.9	0.7	-1.3	2.4	92.0	-1.9
Cc1ccc(-n2c(SCC(=O)NCc3ccco3)nc3nc4c(cc3c2=O)COC(C)(C)C4)cc1	7.8	0.6	2.0	5.6	.	-2.8	33.3	.	-1.3
COc1ccc(OC(C)C(=O)N2CCOCC2)cc1 (centres undefined)	3.5	-3.1	-11.1	5.5	9.6	2.6	10.9	103.0	-0.8
Clc1ccccc1C1=CC(c2ccco2)n2nnnc2N1 (centres undefined)	-15.0	4.8	6.1	0.8	1.1	-1.3	54.1	101.0	-1.8
Cc1ccc(NC2=C(Cl)C(=O)OC2OC(C)C)cc1 (centres undefined)	-6.8	0.1	-3.3	-3.3	-1.9	2.3	-3.4	99.0	-0.4
Nc1c(N(Cc2ccco2)C(=O)COc2ccccc2Cl)c(=O)[nH]c(=O)n1Cc1ccccc1	-3.3	1.1	.	1.9	5.8	9.7	.	.	-1.8
COc1cccc(C(=O)N2CCN(Cc3nc(CC4CC4)no3)CC2)c1	1.1	3.7	-4.1	-2.8	1.1	-5.1	12.3	89.0	0.8
C[C@H](CO)N1C[C@H](C)[C@@H](CN(C)Cc2ccc(Cl)c(Cl)c2)Oc2c(NC(=O)C3CC3)cccc2C1=O	0.2	-4.3	.	-9.5	-0.1	-8.2	.	.	-1.5
O=C(c1ccc(S(=O)(=O)N2CCCC2)cc1)N1CCCc2ccccc21	-2.2	1.7	-3.3	4.6	-4.0	-1.3	15.6	117.0	-0.6
CC(C)[C@H](NC(=O)c1ccco1)C(=O)OCC(=O)Nc1cccc(F)c1	-1.0	-0.1	-47.6	-5.0	-4.0	1.2	-2.1	111.0	-3.8
COc1ccc(S(=O)(=O)NCCSc2ccccc2)cc1OC	5.8	0.2	-13.7	-2.5	-6.0	-4.1	-9.3	99.0	-1.5
CCCCCn1nc(C(=O)N2CCc3ccccc32)c2ccccc2c1=O	0.7	1.4	.	-2.8	0.8	5.1	.	.	3.8
CSc1ccccc1C(=O)OCC(=O)Nc1c(C)n(C)n(-c2ccccc2)c1=O	5.4	.	.	-0.5	.	-5.3	.	.	0.6
COc1ccc(CC(=O)Nc2nnc(C)s2)cc1	-4.7	2.8	-14.5	0.6	-0.3	10.4	14.7	109.0	-1.0
O=C(NC1CCCN(Cc2ccc(Cl)cc2)C1)c1c(F)cccc1F (centres undefined)	11.7	0.9	-7.2	-9.0	1.1	-7.0	-10.1	95.0	-4.1
COc1ccc(CC(=O)NCC2(c3ccc(OC)c(OC)c3)CCCC2)cc1	-11.8	3.4	-6.5	2.2	-0.5	3.6	3.4	102.0	0.4
CCOc1ccc(NC(=O)CC2C(=O)N(CC)C(=S)N2CCN2CCOCC2)cc1 (centres undefined)	-2.2	3.4	7.6	2.0	-3.9	-10.3	48.0	103.0	-2.9
COc1ccc(N(CC(=O)N2CCN(c3ccccc3F)CC2)S(=O)(=O)c2c(C)noc2C)cc1	-21.8	3.0	4.9	-5.2	0.6	-0.6	34.4	102.0	-0.9
CC(=O)Nc1ccc(NC(=O)C(C)OC(=O)c2c(NC(C)=O)sc(C)c2C)cc1 (centres undefined)	2.9	5.7	.	1.4	1.4	5.7	.	.	-2.0
Cc1cc(NC(=O)c2ccc(Cl)cc2)cc(C)c1OCC(=O)N1CCOCC1	4.8	-7.7	15.3	0.9	8.8	1.2	12.6	101.0	-1.7
Cc1ccc(C(=O)Nc2nc(N)n(-c3ccccc3)n2)cc1	-8.7	.	-5.1	1.0	1.9	1.8	31.5	92.0	0.2
O=C1[C@@H]2[C@@H]3C[C@@H]([C@H]4ON=C(c5ccc(OCc6ccccc6)cc5)[C@@H]34)[C@@H]2C(=O)N1c1ccc2c(c1)OCO2	-5.1	0.9	-5.0	-4.1	-2.0	-1.1	4.1	106.0	4.8
COc1ccc(CNC(=O)O[C@H]2CN(C(=O)OC(C)C)N(C(=O)OC(C)C)[C@@H]3CN(S(=O)(=O)c4ccc(C)cc4)C[C@]23O)cc1OC	3.0	.	.	-6.7	.	-1.7	.	.	-1.3
COc1ccc(C(CNC(=O)CCOc2ccccc2)N(C)C)cc1 (centres undefined)	25.9	6.6	-0.2	-1.5	-0.9	7.7	3.9	101.0	-2.0
COc1cc(C2C(C(=O)N3CCOCC3)=C(C)NC3=C2C(=O)CCC3)ccc1OC(C)=O (centres undefined)	9.3	0.3	-6.6	-2.1	0.7	-2.3	-3.4	101.0	-1.1
Cc1[nH]c(=S)[nH]c(=O)c1Cc1c(O)ccc2ccccc12	-24.1	5.1	.	-5.2	.	9.0	.	.	-0.9
Cc1ccc(F)cc1NC(=O)CN1CCN(Cc2ccccc2)CC1	0.9	-1.7	-1.5	-8.2	-0.8	-9.7	27.0	107.0	-0.3
CCOC(=O)C/C(C)=N\Nc1ccc([N+](=O)[O-])cc1[N+](=O)[O-]	12.8	-4.8	-13.9	-1.3	6.9	-4.0	-19.6	98.0	0.5
C#CCOCCOCCOCCNc1nc(N2CCN(C(=O)[C@H]([C@@H](C)CC)n3cc([C@@H](N)Cc4ccc(O)cc4)nn3)CC2)nc(N2CCN(C(=O)[C@H](Cc3cc4ccccc4[nH]3)n3cc([C@@H](N)CC(C)C)nn3)CC2)n1	-1.1	2.5	.	.	6.4	-4.3	.	.	-1.6
COc1ccc(CCNC2CC(=O)N(C3CCCCC3)C2=O)cc1OC (centres undefined)	8.1	-0.5	-11.1	1.0	3.6	-1.3	17.9	102.0	-2.3

Full records, looked up by structure:
Record of Cc1ccc(C(=O)Nc2nc(N)n(-c3ccccc3)n2)cc1 → CRFR2-BP antag = -8.7; IDE act = .; pCIP destab = -5.1; GalR3 antagonist = 1.0; IDE inh = 1.9; CHRM4 PAM = 1.8; PHOSPHO1 block = 31.5; MEKK3 PB1 HTS = 92.0; CRFBP-R2 agonist = 0.2
Record of O=C1[C@@H]2[C@@H]3C[C@@H]([C@H]4ON=C(c5ccc(OCc6ccccc6)cc5)[C@@H]34)[C@@H]2C(=O)N1c1ccc2c(c1)OCO2 → CRFR2-BP antag = -5.1; IDE act = 0.9; pCIP destab = -5.0; GalR3 antagonist = -4.1; IDE inh = -2.0; CHRM4 PAM = -1.1; PHOSPHO1 block = 4.1; MEKK3 PB1 HTS = 106.0; CRFBP-R2 agonist = 4.8

(list continues)
SMILES	CRFR2-BP antag	IDE act	pCIP destab	GalR3 antagonist	IDE inh	CHRM4 PAM	PHOSPHO1 block	MEKK3 PB1 HTS	CRFBP-R2 agonist
CCC(=O)c1ccc(OCC(O)CN2CCN(S(=O)(=O)N3CCCCC3)CC2)cc1 (centres undefined)	-5.0	-2.6	3.2	-1.7	0.0	-3.7	9.7	100.0	0.8
CC1CCCC(NC(=O)CN2CCN(S(=O)(=O)c3ccc(Br)s3)CC2)C1C (centres undefined)	5.7	1.9	.	-2.5	.	-13.5	.	.	1.0
CC(=O)Nc1ccc(S(=O)(=O)NNC(=O)COc2cccc(C)c2)cc1	-0.9	4.4	-13.2	0.1	1.6	11.2	48.9	102.0	2.6
CCOCCCNC(=O)CCCOc1ccccc1	-9.0	2.5	-5.0	-3.6	6.8	2.8	7.3	100.0	-1.5
OCCCc1nc2n(n1)C(c1cccs1)C=C(c1ccccc1)N2 (centres undefined)	.	.	-113.3	.	78.3*	.	18.6	99.0	.
Cc1noc(C)c1C(=O)OCC(=O)Nc1ccc(S(N)(=O)=O)cc1	7.9	0.7	.	-3.3	-3.2	8.2	.	.	1.1
COc1ccc(C(=O)c2sc(Nc3ccccc3)nc2N)cc1OC	-38.1	3.5	-9.7	3.1	1.3	-3.3	31.6	107.0	-4.8
COc1ccccc1CN(C)C(=O)c1cccc(S(=O)(=O)N2CCN(Cc3ccccc3)CC2)c1	14.6	1.7	.	-0.2	-1.2	-3.6	.	.	-1.8
O=C(O)[C@H](Cc1ccccc1)N1C(=O)c2c(Cl)c(Cl)c(Cl)c(Cl)c2C1=O	13.7	3.6	-5.7	2.4	3.6	9.3	15.1	100.0	-2.0
CC(C)Cn1nnc2c(=O)oc3ccccc3c21	-10.1	0.1	-22.9	-4.3	4.2	7.1	-9.4	.	-2.9
CCOc1ccc(NC(=O)CN(C)C(=O)c2cc([N+](=O)[O-])ccc2Sc2ccccc2)cc1OCC	2.5	-2.7	.	-6.5	.	0.9	.	.	0.8
O=C(C1CC1)N1CCCN(C(=O)C2CC2)CC1	10.2	8.5	0.3	-2.9	-6.0	1.3	-39.0	103.0	-0.5
O=C(CCc1ccccc1)Nc1ccccc1	17.5	-3.4	5.5	-2.5	-6.2	-4.6	3.4	115.0	1.0
CC(C)N(C(=O)Cn1cc(SCC(=O)NCc2ccco2)c2ccccc21)C(C)C	6.5	4.2	9.9	4.7	6.2	8.5	-12.7	97.0	0.0
O=C(CCCC(=O)N(CC(=O)NC1CCCC1)c1cccc(F)c1)Nc1ccccn1	-4.5	-1.3	-5.3	-6.6	4.1	1.7	43.3	100.0	0.4
Cc1ccc2occ(/C=N/NC(=O)c3ccccc3C)c(=O)c2c1	-18.3	5.2	-0.9	1.4	-0.3	1.6	-53.3	104.0	-1.8
COc1ccc(NC(=O)N(C)[C@H]2C[C@H]3c4[nH]c5ccccc5c4CCN3C[C@H]2[C@H](C)O)cc1	15.2	.	.	-7.3	.	0.4	.	.	2.3
CN(C)c1ccc(C(=S)N2CCCCC2)cc1	43.5	6.1	-6.1	-6.8	1.2	-1.6	-28.0	95.0	-1.0
COc1ccc(Nc2nnc(SCC(=O)c3cc(C)n(CC4CCCO4)c3C)s2)cc1 (centres undefined)	11.0	0.0	-6.2	5.2	0.4	-8.8	97.9*	103.0	-1.9
COC(=O)Cc1c(O)ccn(Cc2ccc(Cl)c(Cl)c2)c1=O	1.2	3.2	-2.1	-1.1	6.6	5.1	15.4	102.0	0.9
O=C(Nc1ncccn1)C1CCCN1S(=O)(=O)c1ccc(Cl)c(Cl)c1 (centres undefined)	7.2	-0.7	-8.5	0.3	-3.0	1.0	12.2	80.0	0.1
CC(CCc1ccccc1)NC(=O)c1cccnc1 (centres undefined)	-5.9	3.4	-3.4	-5.1	3.1	-0.9	27.1	90.0	0.0
c1ccc(CNCCCNCCCCNCCCNCc2ccccc2)cc1	-2.5	5.0	.	-6.3	.	-3.9	.	.	-0.7
Cc1cc(C)c2oc(=O)cc(CN3CCN(Cc4ccccc4)CC3)c2c1	-12.4	-3.5	-3.9	-4.8	-1.7	-4.2	0.0	108.0	0.6

This is a random part of the collection; 4.2% or so of the library scored in one or more.
